Screening results: PubChem BioAssay, National Center for Advancing Translational Sciences (NCATS)
Abeta yeast res: qHTS for compounds that reverse cellular toxicity of Amyloid beta (A-beta) peptide in yeast: Primary Screen; yeast expressing A-beta42, growth rescue, OD600, 48 h; response scale: 0% DMSO, 100% iron-clioquinol control; Potency, µM (top dose mostly 46.1 µM), for the others: top-dose growth rescue, usual class: activators; hit rate 0.063% among 410,000; AID 1347071, 2019; note: potency is the fitted concentration of half-maximal effect; nearly all actives have a fitted effect of over 55% in size
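Yeast A-beta toxicity model in growth medium with pinned compounds, 48 h at 30 C; growth read as absorbance at 600 nm. Normalized to FeCl3/clioquinol equimolar mix (positive) and DMSO (negative).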
WRN helicase inh: qHTS for Inhibitors of WRN Helicase | hit rate 0.46% among 360,000 | Potency, µM (doses to about 114 µM), for inactives: top-dose activity change, negative = inhibition, hits mostly inhibitors | WRN helicase unwinding, fluorescent forked duplex, kinetic | Bifunctional 3'-5' exonuclease/ATP-dependent helicase WRN (Homo sapiens), Q14191 | AID 651768, 2012; note: potency is the fitted concentration of half-maximal effect; % is set by controls: 0 for no effect and ±100 for the full control effect; nearly all actives have a fitted effect of over 55% in size
Target sequence (Q14191 whole entry, looked up): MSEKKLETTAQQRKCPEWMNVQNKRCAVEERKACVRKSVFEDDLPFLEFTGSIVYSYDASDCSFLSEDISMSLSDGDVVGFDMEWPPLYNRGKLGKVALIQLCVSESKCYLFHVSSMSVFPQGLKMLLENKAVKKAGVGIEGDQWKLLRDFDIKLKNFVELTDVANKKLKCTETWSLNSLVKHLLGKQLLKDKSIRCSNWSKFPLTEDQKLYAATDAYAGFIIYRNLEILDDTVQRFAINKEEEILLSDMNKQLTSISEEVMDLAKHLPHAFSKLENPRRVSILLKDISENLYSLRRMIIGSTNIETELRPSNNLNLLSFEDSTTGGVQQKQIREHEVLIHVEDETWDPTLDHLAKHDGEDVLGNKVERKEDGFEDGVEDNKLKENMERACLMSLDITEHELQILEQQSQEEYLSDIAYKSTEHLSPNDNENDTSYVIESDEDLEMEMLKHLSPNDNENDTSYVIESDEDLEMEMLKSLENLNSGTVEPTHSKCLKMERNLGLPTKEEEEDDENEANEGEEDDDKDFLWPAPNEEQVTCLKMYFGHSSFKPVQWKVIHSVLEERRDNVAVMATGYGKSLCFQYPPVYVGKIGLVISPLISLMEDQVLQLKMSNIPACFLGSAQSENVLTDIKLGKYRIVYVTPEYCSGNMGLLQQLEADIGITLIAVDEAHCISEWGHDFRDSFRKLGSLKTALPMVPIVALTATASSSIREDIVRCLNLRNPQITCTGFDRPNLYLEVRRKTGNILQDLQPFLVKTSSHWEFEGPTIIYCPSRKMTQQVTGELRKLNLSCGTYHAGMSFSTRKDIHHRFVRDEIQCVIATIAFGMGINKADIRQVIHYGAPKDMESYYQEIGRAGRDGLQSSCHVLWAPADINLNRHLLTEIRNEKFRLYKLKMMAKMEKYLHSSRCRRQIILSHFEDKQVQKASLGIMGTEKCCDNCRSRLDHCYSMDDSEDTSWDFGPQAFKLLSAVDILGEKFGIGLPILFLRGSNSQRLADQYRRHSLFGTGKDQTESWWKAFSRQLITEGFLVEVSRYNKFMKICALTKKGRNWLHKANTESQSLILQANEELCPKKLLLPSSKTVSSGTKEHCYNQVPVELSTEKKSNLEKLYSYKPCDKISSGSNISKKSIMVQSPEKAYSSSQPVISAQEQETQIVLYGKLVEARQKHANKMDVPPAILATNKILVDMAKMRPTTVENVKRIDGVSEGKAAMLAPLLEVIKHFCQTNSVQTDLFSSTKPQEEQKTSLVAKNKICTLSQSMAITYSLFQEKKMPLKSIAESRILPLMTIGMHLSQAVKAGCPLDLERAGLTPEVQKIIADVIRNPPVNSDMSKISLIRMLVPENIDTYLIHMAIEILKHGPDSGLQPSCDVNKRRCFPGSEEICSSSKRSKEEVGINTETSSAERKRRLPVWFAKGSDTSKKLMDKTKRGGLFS
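Fluorescence dequenching readout, ex 525 nm/em 598 nm, kinetic mode: forked duplex DNA (100 nM final) with adjacent fluorophore and quencher unwound by WRN (20 nM final) with 2 mM ATP. Compound preincubation 15 min, room temperature.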
aSyn rescue: qHTS of alpha-syn Inhibitors | Yeast expressing alpha-synuclein, growth rescue, BacTiter-Glo, 24 h | Potency, µM (titrated, usually from 46.1 µM), inactives show at the highest dose growth rescue (activation), most hits filed as activators | hit rate 0.14% among 370,000; note: potency is the fitted concentration of half-maximal effect; % of control where 0% means no effect; nearly all actives have a fitted effect of over 65% in size
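Galactose-induced alpha-syn yeast (OD600=0.02, raffinose-pregrown) + pinned cpd, 24 hr, 30 deg C; growth by BacTiter-Glo luminescence. Growth restoration scores as activation.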
PLK1 PBD inh: qHTS for Inhibitors of PLK1-PDB (polo-like kinase 1 - polo-box domain): Primary Screen | Potency, µM, without a hit: max response, negative = inhibition, hits mostly inhibitors | Serine/threonine-protein kinase PLK1 (Homo sapiens), P53350 | hit rate 2.8% among 360,000 | Plk1 PBD binding of FITC phosphopeptide, fluorescence polarization; note: potency is the fitted concentration of half-maximal effect; series mostly up to about 57 µM; % is set by controls: 0 for no effect and ±100 for the full control effect; nearly all actives have a fitted effect of over 65% in size
EPAC1 antag: qHTS for Antagonist of cAMP-regulated guanine nucleotide exchange factor 3 (EPAC1): primary screen | EPAC1 GEF assay, Rap1b-BODIPY-GDP exchange fluorescence | hit rate 0.14% among 360,000 | Potency, µM (series often up to 115 µM), inactives show at the top dose activity change, negative = inhibition, usual class: inhibitors;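 note: potency is the fitted concentration of half-maximal effect; plate controls were vehicle for no effect and positive control for full effect; nearly all actives have a fitted effect of over 50% in size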
EPAC1 agonist: qHTS for Agonist of cAMP-regulated guanine nucleotide exchange factor 3 (EPAC1): primary screen | EPAC1 agonist qHTS, biochemical assay; response scale: 100% = response to 6.5 mM cAMP | Potency, µM (titrated, usually from 154 µM), inactives show top-dose activation, hits mostly activators | hit rate 0.073% among 360,000 | AID 720707, 2013; note: potency is the fitted concentration of half-maximal effect; nearly all actives have a fitted effect of over 60% in size
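Read-out is the fluorescence drop as BODIPY-GDP leaves Rap1B (480 nm excitation, 540 nm emission), recorded every 5 minutes over 30 minutes. Reactions held 100 nM EPAC1, 250 nM Rap1B–BODIPY-GDP and 50 uM GDP, with 6.5 mM cAMP setting full activation.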
PI5P4K alpha inh: qHTS for Inhibitors of phosphatidylinositol 5-phosphate 4-kinase (PI5P4K) | Phosphatidylinositol 5-phosphate 4-kinase type-2 alpha (Homo sapiens), P48426 | PI5P4Kalpha enzyme, ADP-Glo luminescence, 60 min; active compounds read low | max response, % | hit rate 1.2% among 330,000 | AID 652105, 2013; active = max response of -50% or lower; inconclusive = between -30% and -50%; inactive = -30% or higher; note: value at the top dose of about 77 µM; % is set by controls: 0 for no effect and ±100 for the full control effect
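PI5P4Kalpha ADP-Glo assay; 5 microM ATP final; 60 min RT reaction; HEPES pH 7.4/EGTA/CHAPS, 5% DMSO; controls lacking substrate or enzyme; luminescent end-point.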
IL-2 act: qHTS of IL-2 Activators; IL-2 activation reporter assay, cell-based qHTS; stimulated with anti-CD3/CD4/CD28 beads; in transgenic mouse T cells; activation, % (series mostly up to about 46 µM); hit rate 0.065% among 360,000; AID 652025, 2013; in the data active = activation above about 50%; inconclusive = mostly about 30% to 49%; note: 0% is about no effect
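EGFP and DsRed fluorescence is measured by plate cytometry in unstimulated transgenic mouse T cells exposed to compound for 60 minutes, then stimulated 18 hours at 37 degrees C with anti-CD3/anti-CD4 beads plus anti-CD28.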
FUS yeast rescue: qHTS for Suppressors of FUS Proteinopathy: Primary screen using FUS-linked yeast assay; S. cerevisiae FUS-expressing, growth rescue, OD600, 24 h; Potency, µM (top dose mostly 76.6 µM), inactives show at the highest dose growth rescue (activation), usual class: activators; hit rate 0.24% among 390,000; AID 1347120, 2019;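 note: potency is the fitted concentration of half-maximal effect; plate controls were DMSO vehicle for no effect and reference control for full effect; nearly all actives have a fitted effect of over 55% in size; some results filed as inactive show a strong effect at the top dose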
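Toxicity suppression screen in FUS-yeast. Cells induced with 2% galactose, starting OD 0.005, treated 24hr at 30C with compounds at multiple final concentrations; growth by OD600.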
An asterisk follows results filed as active; ? = inconclusive; · = not tested or not shown; [ ] = dose if it differs, or a comment. Unless noted, calls come from the whole dose curve; as a rule, active = well fitted curve in the direction sought with a large enough effect; inconclusive = small, poorly fitted or top-dose-only effect, or another doubt; inactive = no such curve, though single readings can be large; an effect the other way counts as inactive or inconclusive.

SMILES | Abeta yeast res | WRN helicase inh | aSyn rescue | PLK1 PBD inh | EPAC1 antag | EPAC1 agonist | PI5P4K alpha inh | IL-2 act | FUS yeast rescue
Cc1ccc2c(c1)C1OCCC1C1N2C(=O)C2C(C(=O)O)C3C=CC21O3 (stereo not drawn) | -4% | -14% | -11% | -10% | -4% | 6% | · | 0.1 | -3%
CSc1sc(C)cc1/C=N/O | -14% | 2% | -1% | -5% | -16% | 0% | 3 | -2.0 | -1%
O=C(CNC(=O)c1ccccc1)NCC(O)c1ccc([N+](=O)[O-])cc1 (stereo not drawn) | -2% | 4% | -7% | -5% | 4% | -3% | -4 | -6.3 | -12%
C[C@@H]1CN(C2CCN(Cc3nc(C(c4ccccc4)c4ccccc4)no3)CC2)C[C@H](C)O1 | 16% | 4% | 8% | -8% | 4% | 3% | 0 | 0.1 | 8%
C[C@@]12C(=O)N(CC3CCCO3)CC(=O)N1[C@H]1c3cc(Cl)ccc3OC[C@@H]1[C@@H]2c1ccccc1 (stereo partly drawn) | ? | -1% | 1% | 1% | -12% | -6% | 1 | 0.0 | 35%
CC(=O)C1=C(O)C(=O)N(Cc2ccccc2)C1c1ccc(Br)cc1 (stereo not drawn) | -6% | 5% | 1% | -26% | 1% | 4% | -3 | 2.0 | 12%
Cc1cccc(C(=O)N[C@H](C(=O)Nc2nc3ccc(S(C)(=O)=O)cc3s2)C(C)C)c1 | 15% | -8% | 6% | 3% | -27% | 4% | 4 | 0.0 | ?
CCCCN(CC)C(=O)Cn1ncc2c1-c1cc(C)ccc1OC2 | 3% | 9% | 1% | 2% | 4% | 2% | -5 | -1.8 | 3%
CCN(CC)C(=O)[C@H]1C[C@H](CC(=O)NCc2ccco2)C(=O)N2CCc3c([nH]c4cc(-c5ccco5)ccc34)[C@]12C | 7% | 1% | 4% | ? | -16% | -1% | -19 | 1.3 | ?
O=C(CSc1ccccc1)Nc1ccc(S(=O)(=O)Nc2ncccn2)cc1 | 0% | ? | -6% | ? | 6% | 7% | -17 | -3.7 | -11%
Cc1cccc(C)c1NC(=O)CN(C)C(=O)c1ccccc1OCc1ccc(F)cc1 | 9% | 1% | 7% | 1% | 3% | 1% | -7 | -5.5 | 6%
Cc1ccc(S(=O)(=O)NCC(=O)N/N=C/c2ccccc2O)cc1 | 6% | -12% | -9% | -14% | -1% | 14% | -6 | 0.4 | 17%
O=C(NCC1CCCO1)/C(=C\c1cccs1)NC(=O)c1ccccc1 (stereo not drawn) | -15% | -6% | 0% | -6% | 5% | -5% | -4 | 2.4 | 14%
Cc1ccsc1/C=N/NC(=O)c1ccc2ccccc2c1 | -8% | -5% | -15% | -3% | -2% | -15% | -7 | -1.8 | -8%
Cc1cc(C)cc(NC(=O)CS(=O)(=O)c2ccccc2)c1 | -3% | 3% | 5% | -3% | 7% | 6% | 3 | 0.3 | -7%
CC(C)CC(NC(=O)COc1ccccc1)C(=O)O (stereo not drawn) | -14% | -14%[57.1 µM] | 0% | 7% | 9% | -5% | 3 | -0.3 | 5%
Cc1noc(C)c1COC(=O)c1csc2c1CCC(C)C2 (stereo not drawn) | -2% | -2% | -3% | -7% | 2% | 9% | 16 | 1.4 | ·
Cc1ccc(C(=O)NC(=S)Nc2ccccc2C(F)(F)F)c(C)c1 | 3% | -4%[11.6 µM] | -1% | -5% | -3% | 8% | 1 | 0.1 | -21%
O=C(NC1CCCCC1)C1CC(=O)N(c2ccc(Cl)cc2)C1 (stereo not drawn) | -6% | 2% | 1% | -6% | -16% | -8% | -7 | -0.3 | 17%
O=C(CNC(=O)c1cccc(Br)c1)NCCc1nc2ccccc2[nH]1 | -8% | 8% | 3% | -8% | 7% | 6% | · | -1.9 | 22%
CN(CCOc1ccc(Br)cc1)CC(O)c1ccccc1 (stereo not drawn) | -17% | 4% | 5% | -2% | -11% | 0% | -2 | -0.4 | -36%
O=C(Nc1ccccc1F)N(Cc1ccc(F)cc1)Cc1nc2ccccc2c(=O)[nH]1 | -9% | 6% | 1% | -6% | -18% | -2% | 0 | 0.0 | -1%
CCc1ccccc1Nc1nc(N)nc(COC(=O)c2c(C)noc2C)n1 | 20% | 0% | 10% | -4% | 6% | -2% | 5 | 2.1 | -16%
Cc1nc(NC(=O)c2ccc(Br)o2)ccc1Br | -8% | 5% | -3% | -14% | -12% | -1% | -3 | -3.6 | -16%
CC1=NN(c2ccccc2)C(=O)C1N=Nc1cccc(O)c1 (stereo not drawn) | -13% | -9% | -1% | 5% | -8% | 3% | 9 | -0.9 | 6%
(list continues)
SMILES | Abeta yeast res | WRN helicase inh | aSyn rescue | PLK1 PBD inh | EPAC1 antag | EPAC1 agonist | PI5P4K alpha inh | IL-2 act | FUS yeast rescue
CCCCNC(=O)c1cc(C)nc2ccccc12 | -8% | 1% | 3% | 6% | -15% | -9% | 3 | -1.5 | -34%
NC(=O)COC(=O)CCCc1c[nH]c2ccccc12 | 12% | 5% | -2% | -1% | 4% | -4% | -2 | -0.6 | -19%
COc1cc(/C=N/NC(=S)NCc2ccco2)cc(OC)c1OC | 12% | -10% | 2% | -13% | 0% | 14% | -2 | -1.3 | -16%
C=CCn1c(CNC(=O)CCC)nc2ccccc21 | -18% | 12% | 0% | -6% | 22% | 2% | · | -0.7 | -1%
CC(=O)c1cnc2c(-c3ccc(Cl)cc3)c(C)nn2c1C | 11% | 3% | 1% | 0% | -10% | 1% | 6 | -0.6 | -9%
Cc1cccc(-c2nnc(C(C)Nc3cccc(C(=O)NC4CC4)c3)o2)c1 (stereo not drawn) | 2% | 7% | 7% | -6% | 1% | -16% | -1 | -3.0 | -18%
CCn1c(C)c(/C=N/Nc2nc3ccccc3s2)c2ccccc21 | 6% | -10% | -5% | -5% | 3% | 6% | · | -2.4 | 53%
Fc1ccc(NCc2ccccc2F)cc1Cl | 13% | -14% | -15% | 1% | -8% | 20% | · | -1.1 | -12%
CCCCNC(=O)C(=O)N/N=C/c1ccc(C(=O)OC)cc1 | -8% | 5% | -2% | -18% | 3% | 6% | 4 | 3.0 | -19%
CC(=O)c1ccc(N2CCN(C(=O)Nc3ccc(F)cc3F)CC2)cc1 | -1% | 0% | -8% | 7% | 6% | -2% | 0 | -0.7 | -2%
COc1ccc(-c2c[n+]3c(n2-c2c(C)n(C)n(-c4ccccc4)c2=O)CCCCC3)cc1 | -17% | -21% | 4% | -7% | -5% | 2% | 3 | -0.6 | 17%
CCOC(=O)C1CCN(Cc2cnc(NC(=O)OC)s2)CC1 | 5% | 1% | · | -4% | 0% | 6% | 0 | 0.4 | 6%
CN1CCN(C(=S)NC(=O)/C=C/c2ccccc2Cl)CC1 | -9% | -9% | 0% | -19% | -3% | -3% | ? | -0.3 | 16%
COc1ccc(-c2nn(C)c3sc(C(=O)NCc4ccco4)cc23)cc1OC | 13% | -17% | 5% | 27µM* | 1% | 0% | -8 | 0.7 | 14%
COC(=O)c1ccc(COC(=O)c2c(C)nn(Cc3ccccc3Cl)c2Cl)o1 | -1% | 8% | -11% | -11% | -3% | 22% | · | -2.3 | 16%
Cn1c(N)c(C(=O)COC(=O)c2cncc(Br)c2)c(=O)n(C)c1=O | -21% | ? | 2% | -9% | -11% | 2% | -8 | -2.2 | -8%
CC[C@H]1C(c2ccc(F)cc2)=NN(c2ccccc2)[C@@H]1CO | ? | -5% | 7% | -4% | -14% | -14% | 7 | 0.0 | 41%
Cc1ccc2cc(CN(CC3CCCO3)C(=S)Nc3ccccc3)c(=O)[nH]c2c1 (stereo not drawn) | -24% | -16% | 10% | 1% | 3% | -8% | 3 | -3.4 | 7%
COc1cc(C(=O)NCCc2ccc(S(N)(=O)=O)cc2)cc(OC)c1OC | 15% | -6% | 0% | 1% | -2% | 4% | · | -0.6 | 10%
CC(=O)Nc1ccc(NC(=O)CSc2nc(=O)n(Cc3ccncc3)c3c2CCC3)cc1 | -1% | -7% | 3% | 3% | 3% | 3% | -2 | 0.8 | 6%
CCCCN(C)CCCNC(=O)c1cn(CC)c2ccc(S(=O)(=O)N3CCOCC3)cc2c1=O | 7% | -2% | -3% | -11% | 5% | 7% | -5 | 0.5 | 4%
CCOC(=O)N1CCc2c(sc(NC(=O)Cc3ccccc3)c2C(=O)c2ccc(OC)cc2)C1 | 22% | -8% | 9% | 1% | 8% | 7% | -2 | -0.1 | ?
CC(/C=N/NC(=O)Cc1cccn1C)=C\c1ccco1 | 10% | -19%[57.1 µM] | -8% | -3% | -22% | -2% | ? | -2.3 | ?
O=C(NC1CC1)c1cccc(S(=O)(=O)Nc2ccccc2F)c1 | 17% | 4% | 1% | -3% | 3% | 5% | -8 | -0.1 | 4%
Cc1c(Cl)cccc1NC(=S)N1CCN(c2ccc([N+](=O)[O-])cn2)CC1 | -9% | -3% | -1% | -6% | -9% | -10% | -9 | 6.6 | 5%

Shown as a hit in PLK1 PBD inh, among the entries above:
canonical_smiles	WRN helicase inh	aSyn rescue	PLK1 PBD inh	EPAC1 antag	EPAC1 agonist	PI5P4K alpha inh	IL-2 act
COc1ccc(-c2nn(C)c3sc(C(=O)NCc4ccco4)cc23)cc1OC	-17%	5%	27µM*	1%	0%	-8	0.7

This is a random part of the collection (roughly 4.1% active in at least one column).
